# From PubChem
# 12-LOX inh – inhibitors of human 12S-lipoxygenase ALOX12. 580,000 compounds, 1.1% hits. Potency, µM (series often up to 108 µM), without a hit: at the highest dose activity change, negative = inhibition, most hits filed as inhibitors. purified 12hLO, xylenol orange hydroperoxide absorbance. AID 1671190; active means well fitted inhibition curve with a large enough effect; inconclusive means small, poorly fitted or top-dose-only effect, or another doubt; inactive means no such curve, though single readings can be large or run the other way
# Target sequence (P18054 whole entry, looked up): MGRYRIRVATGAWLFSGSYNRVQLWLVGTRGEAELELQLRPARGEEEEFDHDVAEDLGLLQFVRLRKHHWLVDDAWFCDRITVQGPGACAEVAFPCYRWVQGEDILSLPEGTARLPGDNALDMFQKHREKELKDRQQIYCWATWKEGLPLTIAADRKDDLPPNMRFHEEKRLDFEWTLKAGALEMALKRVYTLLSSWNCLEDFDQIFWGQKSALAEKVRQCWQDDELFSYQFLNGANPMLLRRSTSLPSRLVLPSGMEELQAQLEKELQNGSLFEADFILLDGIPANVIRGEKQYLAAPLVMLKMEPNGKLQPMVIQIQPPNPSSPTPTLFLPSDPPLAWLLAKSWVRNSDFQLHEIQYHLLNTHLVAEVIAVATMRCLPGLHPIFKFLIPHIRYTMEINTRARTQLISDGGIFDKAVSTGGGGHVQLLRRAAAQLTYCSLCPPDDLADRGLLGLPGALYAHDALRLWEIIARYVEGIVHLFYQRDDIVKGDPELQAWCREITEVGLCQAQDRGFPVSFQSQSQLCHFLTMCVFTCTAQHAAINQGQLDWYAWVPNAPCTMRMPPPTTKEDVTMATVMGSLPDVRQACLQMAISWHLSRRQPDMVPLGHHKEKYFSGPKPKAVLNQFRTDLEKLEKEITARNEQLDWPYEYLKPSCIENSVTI
#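 Hydroperoxide product was detected by ferrous iron/xylenol orange as the 573 to 405 nm absorbance ratio. Arachidonic acid at 40 uM (final) was turned over for 30 min at room temperature by 150 nM human 12hLO, pH 7.0 Hepes buffer, after 15 min compound preincubation.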
# * hit, by the source's call; ? = inconclusive; [ ] = dose if it differs, or a comment. On the % scale 0 is the no-effect control and ±100 the full control effect; potency means the concentration at half of the fitted maximal effect.
SMILES,12-LOX inh
O=C(CC[C@@H]1CNC(=O)[C@@H]2C[C@H](NC(=O)Nc3ccccc3)CN12)NCc1ccccc1,?
CN1C[C@@H](NC(=O)CC(C)(C)C)C[C@H]1c1nc(-c2ccc(OC(F)(F)F)cc2)no1,24.9%[176 µM]
CCN(CC)C(=O)N1CCCCC1c1noc(COc2ccc(F)cc2)n1 (configuration not stated),39.9%[activator]
O=C(Cc1noc2ccccc12)N[C@H](C1CCNCC1)C1CC(O)C1 (some centres not stated),39.3%[activator]
O=c1[nH]c2cc3c(cc2cc1CN1CC[C@H](O)C1)OCO3,80.1%[activator]
Cc1noc(C)c1Cc1c(C(=O)N2CCC(C3CCNC3)CC2)noc1C (configuration not stated),40.5%[activator]
COc1ccc(CN2CCC(n3cc[nH]c3=O)CC2)cc1,4.0%[176 µM]
COCCN1Cc2cc(C(=O)OC)c3c(c2C1=O)c1ccccc1n3S(=O)(=O)c1ccc(C)cc1,?
COc1ccc2cc1Nc1ccc(cc1)C[C@H](NCC1CC1)C(=O)N(C)[C@@H](C(=O)Nc1ccccc1)C2,-9.2%
CCOc1ccccc1C(=O)N1[C@@H]2CC[C@H]1CC(NC(=O)c1ccncc1)C2 (some centres not stated),50.1%[activator]
CSc1ccc(NC(=O)c2ccc3c(c2)N(C)C2CCCN2C3=O)cc1 (configuration not stated),-22.3%
N#Cc1cccc(CN2CCc3nc(C(=O)NCCOc4ccccc4)oc3CC2)c1,-20.4%[176 µM]
CN1C(=O)C2(CCN(C(=O)NC3CCCCC3)CC2)c2ccccc21,6.4%
Cc1ccc(NC(=O)Cn2c(=O)c(-c3noc(C)n3)c3n(c2=O)CCCCC3)cc1,?
CCCCNC(=O)N1CC(C(=O)NC(C)c2ccccc2)CC(c2ccc(OC)c(OC)c2)C1 (configuration not stated),52.2%[activator]
CC(=O)c1cccc(C(=O)N2CCC3(CC2)N=C(c2ccc(C)cc2)NO3)c1,-8.5%
COCCN1C(=O)CCc2cc(NC(=O)c3ccc(F)cc3Cl)ccc21,47.4%[activator]
CN(C)C[C@@H]1CN(Cc2ccccc2)C[C@H]1N,85.8%[activator]
C=CCOC(=O)C1=C(C)N(Cc2ccc(Br)cc2)C(=O)CC1c1ccccc1Cl (configuration not stated),-5.3%
COc1ccc(NC(=O)N2c3ccccc3CC2c2nc(C3CC3)no2)c(OC)c1 (configuration not stated),2.9%

# Part of the list above, bar-delimited:
Compound | 12-LOX inh
COc1ccc(CN2CCC(n3cc[nH]c3=O)CC2)cc1 | 4.0%[176 µM]
COCCN1Cc2cc(C(=O)OC)c3c(c2C1=O)c1ccccc1n3S(=O)(=O)c1ccc(C)cc1 | ?
COc1ccc2cc1Nc1ccc(cc1)C[C@H](NCC1CC1)C(=O)N(C)[C@@H](C(=O)Nc1ccccc1)C2 | -9.2%
CCOc1ccccc1C(=O)N1[C@@H]2CC[C@H]1CC(NC(=O)c1ccncc1)C2 (some centres not stated) | 50.1%[activator]
CSc1ccc(NC(=O)c2ccc3c(c2)N(C)C2CCCN2C3=O)cc1 (configuration not stated) | -22.3%
N#Cc1cccc(CN2CCc3nc(C(=O)NCCOc4ccccc4)oc3CC2)c1 | -20.4%[176 µM]
CN1C(=O)C2(CCN(C(=O)NC3CCCCC3)CC2)c2ccccc21 | 6.4%
Cc1ccc(NC(=O)Cn2c(=O)c(-c3noc(C)n3)c3n(c2=O)CCCCC3)cc1 | ?
CCCCNC(=O)N1CC(C(=O)NC(C)c2ccccc2)CC(c2ccc(OC)c(OC)c2)C1 (configuration not stated) | 52.2%[activator]
CC(=O)c1cccc(C(=O)N2CCC3(CC2)N=C(c2ccc(C)cc2)NO3)c1 | -8.5%
COCCN1C(=O)CCc2cc(NC(=O)c3ccc(F)cc3Cl)ccc21 | 47.4%[activator]
CN(C)C[C@@H]1CN(Cc2ccccc2)C[C@H]1N | 85.8%[activator]
C=CCOC(=O)C1=C(C)N(Cc2ccc(Br)cc2)C(=O)CC1c1ccccc1Cl (configuration not stated) | -5.3%
COc1ccc(NC(=O)N2c3ccccc3CC2c2nc(C3CC3)no2)c(OC)c1 (configuration not stated) | 2.9%

# Next records follow:
SMILES,12-LOX inh
Cc1nc2c(c(-c3ccc(O)cc3)n1)CN(Cc1ccc(C(F)(F)F)cc1)CCC2,?
CNC(=O)c1cc[nH]c1C1CCCN(C(=O)CCc2c(C)n[nH]c2C)C1 (configuration not stated),-14.6%
CCN(CC)Cc1nc(C2(O)CCN(C3COC3)CC2)cs1,10.5%[176 µM]
Cc1ccc(-c2ncc3c(n2)OCCN(Cc2ccc(F)cc2F)C3=O)cc1,3.5%[176 µM]
COc1ccc(OC)c(CNC(=O)CC2C(=O)NCCN2CC=C(C)C)c1 (configuration not stated),34.4%[activator]
CC(=O)NCCCC(=O)N1CCOC2(CCN(C(=O)CCCN)CC2)C1,2.9%[6.33 µM]
Cc1ccc(-c2ncc(NC(=O)c3ccccc3C(F)(F)F)cn2)cc1,23.3%
COC(=O)[C@@H]1Cc2c([nH]c3ccccc23)[C@@H]2C[C@@H](NCCCn3ccnc3)C[C@@H](c3ccc(F)c(F)c3)N12,104.1%[activator]
CC[C@H]1CN(C(=O)c2ccc(F)cc2)CC[C@H]1CC(=O)N(CC)C(=O)NCCCN(C)C,-1.5%
COc1ccc(-c2nnc([C@H]3CCN(c4ncccn4)C3)o2)cc1,17.0%[176 µM]
O=C(C1c2ccccc2C(=O)N(Cc2ccccc2)C12CCCC2)N1CCCC1 (configuration not stated),19.5%
O=C(NC1CCC1)c1ccc2c(c1)C1(CCN(CC3CC3)C1)CN2Cc1ccccc1 (configuration not stated),32.7%[activator][176 µM]
COCCC(=O)N1CCC2(CC1)CC(Cc1nc(CCOC)no1)CCO2 (configuration not stated),22.4%
Cc1ccc(OCc2nc(C3CCNCC3)no2)cc1,55.9%[activator]
CCN1C(=O)CCC2(C(=O)NCC3CC3)CCCC=C12 (configuration not stated),21.3%
CO[C@H]1[C@H](NC(=O)c2ccco2)c2ccccc2C12CCN(Cc1cnn(-c3ccccc3)c1)CC2,-9.1%
C#CCN(C)C(=O)CC1COc2ccc(C(=O)NCCOC)cc2N1C (configuration not stated),-0.8%
CC(C)c1noc(-c2cn(C3CCN(C(=O)CCc4ccccc4)C3)nn2)n1 (configuration not stated),38.7%[activator]
CC1CN(c2ccccc2C#N)C(=O)CN1C(=O)c1ccc2c(c1)OCCO2 (configuration not stated),38.9%[activator]
COC(=O)[C@H](NC(=O)[C@@H]1C[C@H](NC(=O)Nc2ccc(OC)cc2)CN1C(=O)CSC)C(C)C,6.8%
O=C1NCCC[C@@H]1NC(=O)[C@H]1CN(C(=O)C2CCNCC2)CCN1C(=O)c1cccs1,10.9%
CCCC1c2nccn2CCCN1C(=O)c1ccoc1C (configuration not stated),-0.3%
O=C(Cc1ccccn1)N1CCC2(CC1)CC(=O)N(c1ccccc1)c1ccccc1O2,-6.4%
COc1cc(=O)n2c(c1C(=O)NCc1ccco1)CCN(Cc1cccc(C)n1)CC2,?
O=C1CC2CCN(Cc3ccccc3)CC2CCN1 (configuration not stated),7.1%[12.5 µM]
Cc1ccc(C2=NCC(C)n3c2c2ccc(C(F)(F)F)cc2[n+]3[O-])cc1 (configuration not stated),-7.9%
COc1ccc(Cl)cc1NC(=O)CN1C(=O)NC2(CCC(C)CC2)C1=O (configuration not stated),3.6%
Cc1nn2c(c1-c1ccccc1Oc1ccccc1)N(C(=O)c1ccccc1)CCC2,-7.8%[176 µM]
CN1CC(=O)NC1=NC(=O)Nc1cccc(Cl)c1,-0.8%[57.4 µM]
COC(=O)CCC(=O)N1CCCC(c2nc(SCCN3CCOCC3)ncc2C)C1 (configuration not stated),38.8%[activator]
CS(=O)(=O)N1C[C@H]2CCN(Cc3cccc(F)c3F)C[C@H]21,-0.8%
C[C@@H](NCC1CCCC1)c1onc(-c2ccc(F)cc2)c1C(=O)O,3.5%[176 µM]
CC1(COc2ccc3[nH]ccc3c2)COc2ccc(C(=O)N3CC(O)C3)cc2N1 (configuration not stated),-8.4%[176 µM]
CCOC(=O)C1=CCN(S(=O)(=O)c2ccccc2F)C1c1ccc(Br)cc1 (configuration not stated),4.6%
O=C(Nc1ccc2c(c1)C(=O)N1CCC[C@H]1C(=O)N2)c1cc(-c2cccnc2)n[nH]1,30.2%[activator]
CC(=O)N1CCC(C2CCN(C(=O)NCCc3ccccc3)C2)CC1 (configuration not stated),7.7%
CCOc1ccc(CC(=O)N2CCC3(CC2)CN(C(C)=O)CC3COC)cc1 (configuration not stated),19.1%
O=C1NCc2ccccc2CC12CCN(Cc1ccc(O)cc1)CC2,0.8%[6.33 µM]
O=C(O)C1(Oc2ccc3ncccc3c2)CCN(Cc2ccncc2)CC1,?
CC1(C)CC(=O)C=C(c2ccccc2F)C1=O,5.2%
CN1c2cc(C(=O)Nc3ccc(F)cc3)ccc2C(=O)N2CCCCC21 (configuration not stated),34.7%[activator]
N#Cc1ccc(CN2CCn3nnc(-c4nc(-c5ccsc5)no4)c3C2=O)cc1,-12.7%
O=C(Cc1ccccc1)NCC(=O)N1CCCCCNC(=O)CC1c1ccccc1 (configuration not stated),36.2%[activator]
Cc1noc2c(N3CC(O)C3)cc(-c3ccc(F)cc3)nc12,-0.6%[176 µM]
Cc1cc(=O)c(C(=O)N2CCC3(CC2)CC(C(=O)O)N(C)C3)c(C)[nH]1 (configuration not stated),13.0%
N#Cc1cccc(CN2Cc3[nH]cnc3C[C@H]2c2nc(-c3ccc(OC(F)(F)F)cc3)no2)c1,37.7%[activator]
CCCCc1c(-c2ccccc2OC)ncn1C(C)c1ccc(Cl)cc1 (configuration not stated),?
CC(C)CCN(C1CCOCC1)C1CCN(Cc2cccnc2)CC1,2.3%
CC(=O)N1C[C@@H](C(=O)NCCCc2c(C)noc2C)[C@H](c2nc(C)no2)C1,12.4%
CCn1cc(S(=O)(=O)N2CCC(CCOc3ccccc3OC)C2)cn1 (configuration not stated),61.8%[activator]
CCCOC(=O)C1=CN(Cc2ccccc2)S(=O)(=O)N=C1C,10.5%
COc1ccc([S+](=O)([O-])N2CCC3(CC2)OCCN(c2ccc(F)cc2)C3=O)cc1,-13.4%[176 µM]
O=C(c1ccccc1)N1CCC2(CC1)N=C(c1ccc(Br)cc1)NO2,8.5%
Cc1noc(C)c1-c1cc2cc(CO)oc2c(NCC2CCOCC2)n1,-43.4%[176 µM]
CCCn1c(C)cnc1CC1CCN(S(=O)(=O)c2ccc3c(c2)CCC3)C1 (configuration not stated),-0.4%
N#Cc1cccc(C(=O)Nc2ccc3c(N4CCOCC4)ncnc3c2)c1,33.7%[activator]
O=C(N[C@H]1C[C@@H]2OCC[C@H]12)c1cccc(-n2cnnc2)n1,20.9%
CC(C)CN1C(=O)COC[C@@H]1[C@H](O)c1ccc(NC(=O)c2ccco2)cc1,40.0%[activator][176 µM]
O=[S+]1([O-])NC2(CCN(Cc3ccc(C(F)(F)F)cc3)C2)COc2ncccc21 (configuration not stated),?
COc1nccnc1-c1cc(NCCN(C)C)nc2[nH]ccc12,10.1%
# (more compounds)
SMILES,12-LOX inh
O=S(=O)(NCCc1noc(-c2ccncc2)n1)c1ccc(F)cc1,-3.2%
Cc1ccc(C(=O)c2cc(O)c(O)c([N+](=O)[O-])c2)cc1,0.0544µM*
Cn1cccc1CN1CC[C@H]2C(=O)NCCCCCCN(Cc3ccncc3)[C@@H]2C1,90.4%[activator]
COCCNC(=O)C(NC(=O)c1ccccc1C)C1CCN(C(=O)c2ccccc2F)CC1 (configuration not stated),12.0%
COc1ccc(-c2ccc(C(=O)N3Cc4[nH]cnc4CC3C(=O)O)o2)cc1 (configuration not stated),8.2%
C[C@H]1[C@@H]2[C@@H](O)C([C@H](C)C(=O)N(C)Cc3cccnc3)CC[C@@]2(C)CC[C@@H]1NC(=O)C1CCCCC1 (some centres not stated),29.5%
CCN1C(=O)CCN(CC2CCCCC2)CC12CCOCC2,3.5%
O=C(c1cc(Cl)ccc1F)N1C[C@@H](CO)[C@H](c2ccncc2)C1,9.9%
Cc1cccc(NC(=O)c2cc3n(n2)CC(c2ccc(Cl)cc2)OC3)c1 (configuration not stated),10.6%
CCN(CC)c1cc(CCC(=O)N(C)CCc2ccncc2)ccn1,0.0%
O=C(c1ccc(F)cc1)N1CCC2(CC1)CC(=O)N(c1ccccc1)c1ccccc1O2,39.3%[activator]
CN(C)C(=O)c1cc2c(s1)CCC(C(=O)N1CCN(c3ccccc3)CC1)C2 (configuration not stated),8.6%
Cc1ccc([S+](=O)([O-])N2CCC3(CCN(Cc4cccs4)c4ccccc4O3)CC2)cc1,25.2%
Cc1noc(C)c1C(=O)N[C@H]1[C@H](O)[C@H](O)C[C@@H]1c1ccccc1,7.4%[176 µM]
CNC(=O)c1noc([C@@H]2CC(F)(F)CN2Cc2ccc(C)cn2)n1,36.6%[activator]
O=C(NC1CCCCC1)C1CN(C(=O)COc2ccc(F)cc2)CC12CCOCC2 (configuration not stated),32.9%
O=C1COCC2(CN1Cc1cccc(OC(F)(F)F)c1)CN(C(=O)c1cn[nH]c1)C2,-14.0%[176 µM]
CC1=C[C@@H](CN)[C@H](C(C)C)C[C@H]1Cc1nc2ccccc2[nH]1,-45.8%[176 µM]
CN(Cc1ccc(F)cc1)S(C)(=O)=O,?
CCC(C)Oc1ccc(CNC(=O)c2cn(CCN)nn2)cc1 (configuration not stated),35.1%[activator]
CN1CCN(C(=O)C[C@@H]2CCNC[C@@H]2Cc2cc(-c3ccc(C(C)(C)C)cc3)on2)CC1,?
COCCCNC(=O)C1c2ccccc2CC(=O)N1Cc1ccccc1 (configuration not stated),-2.8%
O=C(O)[C@H]1C[C@H](C(=O)NCc2ccccn2)CN(C(=O)CC2CCCC2)C1,29.1%
Cc1nc(C)c(C(=O)NCCc2noc(-c3ccncc3)n2)s1,-4.5%
Nc1ccsc1C(=O)N[C@@H]1COCC[C@@H]1OCc1cscn1,3.7%
O=C(CN1C(=O)NC2(CCOCC2)C1=O)NCCc1ccc(Cl)cc1,-2.5%
CC(C)c1ccc(C(=O)N(C)CC2CCOC2)cc1 (configuration not stated),-1.1%

# These rows are one share of the data. The share of hits here may be higher or lower than overall.
